UPR XBP1 act: adaptive UPR (XBP1) activation. CHO-XBP1 luciferase reporter, IRE1-XBP1 UPR activation, luminescence; percent of tunicamycin response, DMSO as zero. activation, % at 20 µM. 0.33% of 330,000 active;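 active means versus positive control, 20 µM dose yields 30% or more activation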;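 further: 100% = tunicamycin at 10 µg/mL and 0% = DMSO only wells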
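Material – CHO cell line with stable XBP1 luciferase reporter · Buffer or medium – F12 plus 10% FBS · Compound – single point, 20 µM final compound, 1% DMSO · Schedule – 16-18 h cell attachment at 37 °C, then 6 h compound exposure · Signal – Steady-Glo luminescence read · Benchmarks – high control tunicamycin 10 µg/mL final, low control DMSO vehicle only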
CHOP UPR activ: apoptotic UPR (CHOP) activation; CHO-CHOP luciferase reporter, luminescence; percent of tunicamycin response over DMSO baseline; activation, % at 10 µM; 0.34% of 330,000 active; AID 449763;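 active means at 10 µM dose, activation of 40% or more, normalized to positive control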;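 further: 100% = tunicamycin at 10 µg/mL and 0% = DMSO alone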
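assay system = CHO CHOP reporter cells | amount = 500 CHO-CHOP cells per well | buffer or medium = F12 with 10% FBS | incubation = 16-18 h cell attachment, then 6 h compound exposure, 37 °C | detection = luminescence read with Steady-Glo | read-out = percent activation relative to tunicamycin control | controls = tunicamycin high control, DMSO low control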
APJ antag: antagonists of human APJ apelin receptor; inhibition, % at 20 µM; P35414; CHO-K1 APJ beta-arrestin complementation, luminescence; 0.32% of 330,000 active;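 active means inhibition above about 40% at 20 µM, limit read from the data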;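 further: cells challenged with 10 nM apelin-13 agonist together with compound; plate controls were apelin-13 plus DMSO wells for no effect and DMSO wells lacking apelin-13 for full effect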
EBI2 block: EBI2 (human) antagonism. P32249. EBI2 beta-arrestin recruitment, luminescence, 7a,25-OHC stimulated. inhibition, % at 5 µM. 0.81% of 360,000 active; in the data active means inhibition above about 38%;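 further: enzyme fragment complementation signal reports receptor beta-arrestin coupling in cells; 0% = agonist plus DMSO wells and 100% = wells without agonist; some results beyond the cut were filed as inactive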
Target sequence (P32249 whole entry, looked up, the tested form may be a part): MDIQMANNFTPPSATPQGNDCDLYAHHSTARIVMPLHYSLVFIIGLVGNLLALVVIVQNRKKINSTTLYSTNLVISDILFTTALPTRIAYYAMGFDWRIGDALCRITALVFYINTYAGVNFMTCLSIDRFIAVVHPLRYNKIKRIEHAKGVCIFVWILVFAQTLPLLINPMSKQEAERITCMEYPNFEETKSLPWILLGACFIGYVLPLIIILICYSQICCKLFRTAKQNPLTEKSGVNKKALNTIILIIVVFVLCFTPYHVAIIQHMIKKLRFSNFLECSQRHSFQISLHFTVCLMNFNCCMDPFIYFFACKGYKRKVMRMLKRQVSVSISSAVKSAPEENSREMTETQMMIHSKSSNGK
tim23-1 inh: inhibits growth of tim23-1 mutant yeast | inhibition, % at 20 µM | S. cerevisiae tim23-1 growth, BacTiter-Glo luminescence, 24 h | AID 463212 | 1.3% of 330,000 active;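 active means growth inhibition of the mutant yeast at or above 50%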;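 further: temperature-sensitive mutant grown at 25 °C; plate controls were DMSO-treated mutant yeast for no effect and medium wells lacking yeast for full effect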
Mdm2 MdmX PPI: inhibitors of human Mdm2/MdmX interaction. SaOS-2 split-luciferase Mdm2/MdmX complementation, luminescence. O15151+Q00987. inhibition, % at 8 µM. 3% of 330,000 active;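 active means inhibition of at least 50% at 8 µM in the primary screen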
APJ agonist: activates the human apelin receptor APJ. 0.11% of 330,000 active. P35414. activation, % at 20 µM. CHO-K1 APJ PathHunter beta-arrestin, luminescence; 0% DMSO wells, 100% apelin;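 active means activation more than six SD over the plate average, tested at 20 µM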;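 further: 0% = DMSO alone and 100% = apelin-13 at 10 nM; some results filed as inactive read as strong as hits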
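assay system = CHO-K1 APJ beta-arrestin complementation cell line | input = cell density 1000 per well | dosing = compound 20 µM once, DMSO 1% | timing = compound 90 min 25 °C, reagent 1 h | measured by = luminescence from split beta-galactosidase complementation, Galacton Star/Emerald II substrate | read-out basis = APJ agonist activity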
CXCR6 block: CXCR6 (human) receptor inhibition; CHO-K1 PathHunter CXCR6 beta-arrestin, luminescence; inhibition, % at 20 µM; 0.36% of 360,000 active; AID 602244; O00574; in the data active means inhibition above about 34%, passing the limit was not always enough;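 further: antagonist mode with CXCL16 agonist at 10 nM final; 0% = 10 nM CXCL16 with DMSO and 100% = unstimulated wells without agonist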
Target sequence (O00574 whole entry, looked up): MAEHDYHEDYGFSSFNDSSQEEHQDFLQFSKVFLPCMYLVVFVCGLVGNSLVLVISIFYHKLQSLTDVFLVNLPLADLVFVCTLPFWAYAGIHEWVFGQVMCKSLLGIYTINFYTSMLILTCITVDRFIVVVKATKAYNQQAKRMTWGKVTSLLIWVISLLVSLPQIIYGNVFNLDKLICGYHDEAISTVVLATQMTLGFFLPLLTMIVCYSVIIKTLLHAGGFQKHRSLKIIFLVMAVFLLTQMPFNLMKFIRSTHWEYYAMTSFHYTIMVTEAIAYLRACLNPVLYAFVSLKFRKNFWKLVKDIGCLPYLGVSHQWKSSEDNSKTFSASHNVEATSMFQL
CCR6 antag: blocks CCL20-driven beta-arrestin recruitment at human CCR6; P51684; inhibition, % at 20 µM; 0.49% of 340,000 active; CHO-K1 CCR6 PathHunter beta-arrestin, luminescence, CCL20-stimulated;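 active means compounds whose inhibition of the agonist-driven luminescence signal at 20 µM reaches about 50%, limit read from the data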;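 further: cells stimulated with CCL20 at 14 nM final; plate controls were DMSO with CCL20 for no effect and DMSO without agonist for full effect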
Target sequence (P51684 whole entry, looked up): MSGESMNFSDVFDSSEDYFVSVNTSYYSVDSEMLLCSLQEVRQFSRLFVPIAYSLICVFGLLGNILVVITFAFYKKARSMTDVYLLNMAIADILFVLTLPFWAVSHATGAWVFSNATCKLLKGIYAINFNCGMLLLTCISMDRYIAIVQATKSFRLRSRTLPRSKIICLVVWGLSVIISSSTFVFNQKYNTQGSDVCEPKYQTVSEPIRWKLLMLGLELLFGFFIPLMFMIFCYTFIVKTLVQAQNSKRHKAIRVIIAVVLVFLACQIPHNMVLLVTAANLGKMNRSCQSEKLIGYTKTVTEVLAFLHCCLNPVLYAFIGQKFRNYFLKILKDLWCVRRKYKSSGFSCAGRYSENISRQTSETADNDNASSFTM
The depositor's hits bear a star; . = no result given; & = joins results of further samples.

SMILES	UPR XBP1 act	CHOP UPR activ	APJ antag	EBI2 block	tim23-1 inh	Mdm2 MdmX PPI	APJ agonist	CXCR6 block	CCR6 antag
CCOC(=O)C1=CNS(=O)(=O)NC1c1ccc(C(=O)OC)cc1 (stereo not given)	0	2.0	.	-2	25	19	.	0	7
Cc1nnc(SCCn2c(N3CC(C)CC(C)C3)nc3c2c(=O)[nH]c(=O)n3C)s1 (stereo not given)	3	-2.6	-8	5	24	25	2	5	2
Cc1nc2sccn2c(=O)c1S(=O)(=O)NCC(C)c1ccccc1 (stereo not given)	-3	-2.0	10	-14	8	17	-4	2	12
Fc1ccc(N2CCN(/C=C/c3nnnn3-c3ccccc3)CC2)cc1	-1	4.8	6	7	14	22	-2	-2	14
COc1ccc(C2=NN(C(=O)COC(=O)c3ccc(S(C)(=O)=O)c([N+](=O)[O-])c3)C(c3ccco3)C2)cc1 (stereo not given)	-4	-1.3	3	11	40	98*	10	3	8
CCC(=O)N1CCc2cc(S(=O)(=O)NCCc3ccc(S(N)(=O)=O)cc3)ccc21	-2	0.8	-9	-13	13	18	-4	8	-17
Cc1nn(C)c(Oc2cccc(Cl)c2)c1C(=O)Nc1ccc(F)cc1F	0	-0.5	13	-7	-3	19	-4	3	2
C/C(N)=C(/C#N)C(=O)CSc1nc(C2CCCCC2)n(-c2ccccc2)n1	-1	-0.5	-4	-1&-11	19	17	-4	4&0	18&6
CC(=O)N1CCN(c2ccc(NC(=O)c3ccc(N4CCCC4)c([N+](=O)[O-])c3)cc2Cl)CC1	-1	0.7	26	20	10	26	-1	4	17
Cc1ccc(NC(=O)CO/N=C(\N)c2nonc2N)cc1	-1	0.5	-5	0	11	-12	0	-11	-22

Sorted by value in APJ antag (smallest number first): some entries from above
canonical_smiles,UPR XBP1 act,APJ antag,EBI2 block,Mdm2 MdmX PPI,APJ agonist,CXCR6 block,CCR6 antag
Cc1nnc(SCCn2c(N3CC(C)CC(C)C3)nc3c2c(=O)[nH]c(=O)n3C)s1 (stereo not given),3,-8,5,25,2,5,2
Cc1ccc(NC(=O)CO/N=C(\N)c2nonc2N)cc1,-1,-5,0,-12,0,-11,-22
COc1ccc(C2=NN(C(=O)COC(=O)c3ccc(S(C)(=O)=O)c([N+](=O)[O-])c3)C(c3ccco3)C2)cc1 (stereo not given),-4,3,11,98*,10,3,8

Carrying on.
SMILES	UPR XBP1 act	CHOP UPR activ	APJ antag	EBI2 block	tim23-1 inh	Mdm2 MdmX PPI	APJ agonist	CXCR6 block	CCR6 antag
C=CCn1c(C(CCCC)CC(C)O)n[nH]c1=S (stereo not given)	0	0.6	-16	-9	19	-35	3	4	-12
COc1ccc(C)cc1S(=O)(=O)NCCC1=CCCCC1	4	-1.3	-5	-10	30	-8	-2	6	9
Cc1ccc(NC(=O)COC(=O)C2CC2)c(Br)c1	1	3.6	-1	-2	13	4	1	-7	-6
CC1CC1C(=O)OCC(=O)NCc1ccc(Cl)cc1Cl (stereo not given)	1	-1.1	1	-5	16	-15	-4	-3	7
O=C(Nc1ccc2[nH]c3c(c2c1)CCCC3)c1ccco1	1	0.3	-11	-17	34	-4	2	-9	0
COc1cc(/C=N/NC(=O)c2ccc(Cn3cc([N+](=O)[O-])cn3)o2)cc(Br)c1O	1	0.3	7	-1	4	24	-5	1	11
CC(C(=O)NCC1CCCCC1)N1CCN(S(=O)(=O)/C=C/c2ccccc2)CC1 (stereo not given)	-2	-0.6	-8	9	17	6	-3	3	-2
Cc1ccc(S(=O)(=O)Nc2nc3ccccc3nc2NCC2CCCO2)c(C)c1 (stereo not given)	-4	-0.6	-12	6	33	-3	-2	-16	12
CC(=O)C1=C(O)C(=O)N(CCN2CCOCC2)C1c1ccccc1 (stereo not given)	2	-0.8	10	-8	22	21	2	-4	-6
NC(=NCCc1ccc(Cl)cc1)NS(=O)(=O)c1ccccc1	-4	2.6	2	-3	-12	12	-1	-4	11
COc1cccc(NC(=O)COc2ccc(S(=O)(=O)NC(C)C)cc2)c1	0	0.4	-18	-5	7	-24	0	-4	-10
O=C(O)CCC(=O)Nc1ccccc1C(=O)NCc1ccccc1	-3	1.4	1	-13	-9	-27	-1	-5	10
Cc1cc(NS(=O)(=O)c2ccc(NC(=O)C(C)Oc3ccccc3Cl)cc2)no1 (stereo not given)	-2	0.3	-51	-3	4	-1	10	4	-1
COc1ccc(CCN(C(=O)C(F)(F)F)C(C(=O)NC2CCCC2)c2cccs2)cc1OC (stereo not given)	-2	-1.3	15	13	0	19	1	1	11
CCN(CC)CCNC(=O)C1(O)c2cc(Br)ccc2NC(=O)N1c1cccc(OC)c1 (stereo not given)	-3	2.0	4	4	-2	-3	-3	-2	3
Cc1cc(/C=C2\SC(=S)NC2=O)c(C)n1-c1ccc(O)cc1	-1	5.8	-15	1	36	20	1	21	40
COc1ccc(CCNC(=O)CSC(=O)c2ccccc2)cc1OC	-3	0.7	-4	-7	18	5	-5	8	21
COc1ccc(-c2nn(CCC(=O)O)cc2CCC(=O)O)cc1	-1	-1.0	-21	0	11	5	1	-2	6
c1ccc2c(c1)OCC(c1csc3ncnc(N4CCCC4)c13)O2 (stereo not given)	4	1.3	-16	18	22	41	1	-8	16
CCOC(=O)c1cc(-c2ccc(/C=C3/C(=O)N(c4ccc(C(=O)O)cc4)N=C3C)o2)ccc1Cl	6	87*	12	16	28	15	0	6	25
O=C(CN1CCN(c2ccc(O)cc2)CC1)Nc1cc(S(=O)(=O)N2CCOCC2)ccc1Cl	-1	-1.2	-28	-2	26	5	4	-17	-13
COc1ccc(/C=C2/CCc3ccccc3C2=O)cc1CN1CCOCC1	-1	3.2	1	0	25	2	-1	0	3
CC1(C)SC(=S)N(/N=C/c2cccnc2)C1N(O)C(=O)NC1CCCCC1 (stereo not given)	-2	-1.2	-5	-5	1	2	-2	-1	-6
Cc1noc(C)c1NC(=O)Nc1ccc2c(c1)CC(=O)N([C@H](C)CO)C[C@@H](C)[C@H](CN(C)CC1CCCCC1)O2	0	-0.4	-8	-4	-8	11	-2	4	3
NC(=O)c1ccc(OCC(F)(F)C(F)(F)C(F)(F)C(F)(F)C(F)(F)C(F)F)cc1	4	-0.8	7	-1	6	-7	-1	-10	-6
Fc1cccc(NC(=S)Nc2ccc(Br)cc2)c1	2	4.1	23	31	32	1	-3	-2	19
CCC(C)(C)NC(=O)C(c1ccccn1)N(C(=O)c1csnn1)C1CCCCC1 (stereo not given)	-1	-1.9	17	4	18	-1	-3	3	8
CN(C)CCNC(=O)Nc1ccc(Cl)c(Cl)c1	-1	0.9	-12	-6	12	29	-3	-6	-10
CCOc1cccc(-c2c(C(=O)N/N=C/c3ccc(Br)cc3)nnn2-c2nonc2N)c1	-2	2.8	10	29	10	27	4	-7	-17
Cc1cc(NC(=O)c2ccc(S(=O)(=O)N3CCc4ccccc43)cc2)no1	1	1.4	9	3	5	29	-2	0	-4
CC1C(=O)C(C)C(c2ccc(Br)cc2)NC1c1ccc(Br)cc1 (stereo not given)	1	1.0	-12	19	45	34	-4	-2	18
COc1ccc(-c2nn(-c3ccccc3)cc2/C=C(\CC(=O)O)c2nc3ccccc3s2)cc1OC	3	3.2	-21	-7	33	19	1	4	10
Cc1sc2ncnc(NCC(O)c3ccccc3)c2c1C (stereo not given)	2	8.4	8	-3	1	-10	1	2	6
CCN(CC)C(=O)[C@H]1C[C@H](CC(=O)NCCC2=CCCCC2)C(=O)N2CCc3c([nH]c4ccc(Cl)cc34)[C@]12C	3	3.5	.	16	58*	26	.	7	10
Cc1cccc(N2C(=O)N3[C@H](c4ccc(F)cc4)[C@@H]4C(=O)N(C5CCCCC5)C(=O)[C@@H]4[C@]3(Cc3ccccc3)C2=O)c1	-1	6.5	7	7	28	18	5	5	9
O=C(NCCN1CCOCC1)c1ccc2c(c1)N(Cc1ccccc1)CCS2	-2	-2.4	0	6	23	28	-1	1	8
CC(=O)CC(C)(C)S(=O)(=O)c1ccc(NC(C)=O)cc1	0	0.9	3	1	-2	12	0	34	16
CC1(C)CC(=O)C2=C(C1)Nc1ccccc1NC2c1ccc([N+](=O)[O-])cc1 (stereo not given)	-1	-1.8	5	0	17	-22	0	10	9
COc1ccc(NC(=O)CSc2nc3cccnc3n2C)cc1	-1	0.3	-8	3	8	-6	-1	1	20
COC(=O)CSc1nnc(CNc2ccc(OC)cc2)n1C	1	1.6	-1	-2	3	4	2	-15	-1
Cc1ccccc1OCC(=O)NNC(=O)Nc1ccc(Cl)cc1	2	-0.8	1	10	6	45	-3	-2	-2
O=C(Nc1ccc(Cl)cc1)[C@@H]1[C@@H]2C(=O)N(c3ccc(Cl)cc3)C(=O)[C@@H]2[C@H]2C=CC=NN21	-2	0.0	2	4	17	12	-10	7	14
Cc1cc(C)cc(N(C(=O)c2sc(C)nc2C)C(C(=O)NCc2ccco2)c2ccccc2)c1 (stereo not given)	-3	1.9	-4	6	20	1	-4	7	6
Fc1cc2[nH]c(=S)[nH]c2c(Br)c1N1CCSCC1	10	4.2	-32	6	10	38	-2	-15	-24
O=C(/C=C/Nc1ccccc1C(=O)O)c1cccs1	0	1.4	-20	-8	9	-58	0	1	2
Cc1ccc(C(=O)C[n+]2ccc3ccccc3c2)cc1	-2	0.1	18	3	29	17	-3	-5	3
CC(C)(c1ccccc1)c1ccc(OCCCNCCO)cc1	0	2.0	3	0	-14	54*	1	-12	9
CCCCCCNC(=O)c1cn(CC)c2cc(N3CCN(C)CC3)c(F)cc2c1=O	3	-0.2	-21	45*	20	51*	-2	2	1
CC(=O)Nc1ccc(NC(=O)CC2CCCC2)cc1	7	2.6	7	-2	-2	20	1	-2	3
CCCn1c(CN2CCN(C(=O)OCC)CC2)nc2c1c(=O)n(C)c(=O)n2C	-1	-0.3	3	-7	16	-3	-1	-9	7

(more compounds)
SMILES	UPR XBP1 act	CHOP UPR activ	APJ antag	EBI2 block	tim23-1 inh	Mdm2 MdmX PPI	APJ agonist	CXCR6 block	CCR6 antag
CC(=O)NC(=O)COC(=O)c1ccc2ncsc2c1	-3	1.7	1	-5	-4	-7	-2	-10	6
Cc1ccc(-c2cc(C(=O)NC3CCN(Cc4ccccc4)CC3)c3ccccc3n2)cc1	5	3.1	-21	6	-17	32	-4	9	15
CCOc1ccc(C(=O)NCCNC(=O)c2ccc(OCC)cc2)cc1	-1	8.6	19	-3	-5	-13	0	-1	2
CCn1cc(C(=O)OCC(=O)Nc2cccc(Cl)c2Cl)c(=O)c2ccc(C)nc21	7	-1.5	6	-11	-5	-13	-3	2	14
CCOc1ccccc1CNC(=O)c1nn(CC)cc1[N+](=O)[O-]	1	0.2	-3	-6	-8	-2	-2	-6	-3
O=C(CCC1COc2ccccc2O1)NCc1ccco1 (stereo not given)	-4	1.2	12	-9	8	-8	-2	-4	5
O=C1c2ccccc2C(=O)N1/N=C/c1ccc(Oc2ccc([N+](=O)[O-])cn2)cc1	-1	0.2	8	-8	-10	22	0	-3	-7
CCNC(=O)NC(=O)C(C)Sc1nc2ccccc2n1CC(C)C (stereo not given)	-2	0.3	3	7	23	17	-3	-12	12

From PubChem BioAssay

Not all compounds are listed, so the mix of outcomes need not match the whole.
